# Screens: PubChem, National Center for Advancing Translational Sciences (NCATS)
# D3 ag = qHTS of D3 Dopamine Receptor Agonist: qHTS | D3R DiscoveRx beta-arrestin cells, luminescence, 90 min | 410,000 compounds, 0.58% hits | max activation, %; in the data active means max activation above about 30%; further: 0% is about no effect; mostly tested at two doses, the higher about 12 µM
#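 Agonist mode: compounds and dopamine controls were applied to plated cells for 90 min at 37 degrees C after an overnight attachment at 1500 cells/well. Luminescent read-out followed 30 - 60 minutes at room temperature with DiscoveRx detection reagent.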
# PTHR1 ag = qHTS for PTHR1 Agonists: Primary Screen. Potency, µM (top dose mostly 115 µM), inactives show at the highest dose activation, actives largely listed as activators. 410,000 compounds, 0.075% hits. HEK293 GP2 PTHR1 cells, GloSensor cAMP luminescence, 1 h. Parathyroid hormone/parathyroid hormone-related peptide receptor (Homo sapiens), Q03431; active means well fitted activation curve with a large enough effect; inconclusive means small, poorly fitted or top-dose-only effect, or another doubt; inactive means no such curve, though single readings can be large or run the other way; further: potency means the concentration at half of the fitted maximal effect; nearly all actives have a fitted effect of over 55% in size; some results filed as inactive show a strong effect at the top dose; inactives centre near -15; many of its hits are not listed in these tables
# Target sequence (Q03431 whole entry, looked up): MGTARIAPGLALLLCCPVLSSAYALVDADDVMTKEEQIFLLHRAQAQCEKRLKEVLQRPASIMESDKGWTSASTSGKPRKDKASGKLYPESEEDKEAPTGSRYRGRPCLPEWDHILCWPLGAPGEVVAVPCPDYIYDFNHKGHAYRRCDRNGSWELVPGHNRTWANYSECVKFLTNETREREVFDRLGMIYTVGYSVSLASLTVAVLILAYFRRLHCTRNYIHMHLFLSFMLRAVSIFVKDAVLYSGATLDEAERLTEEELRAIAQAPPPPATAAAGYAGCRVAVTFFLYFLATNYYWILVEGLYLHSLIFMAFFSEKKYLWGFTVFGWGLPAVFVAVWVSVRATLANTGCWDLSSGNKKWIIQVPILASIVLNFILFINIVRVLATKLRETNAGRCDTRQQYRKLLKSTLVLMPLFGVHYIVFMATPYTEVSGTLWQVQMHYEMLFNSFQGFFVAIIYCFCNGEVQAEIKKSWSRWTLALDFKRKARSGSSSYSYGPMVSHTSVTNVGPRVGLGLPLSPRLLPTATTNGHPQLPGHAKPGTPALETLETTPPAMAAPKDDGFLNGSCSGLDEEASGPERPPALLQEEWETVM
#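 HEK-293-derived GP2 cells expressing PTHR1 and a GloSensor cAMP reporter, 3,000/well, plated overnight, given luciferin plus IBMX (each 0.5 mM as added) for 1 h at 37 °C, then compound for 1 h at 37 °C. Luminescence was read after 15 min at room temperature.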
# Starred values were filed as active, the others as inactive; i = inactive; ? = inconclusive; [ ] = remark or other dose. The list is partial; the hit share may differ from the screen's.
# The first 6 compounds, ahead of the listing:
mol,D3 ag,PTHR1 ag
Cc1nc2ccc(S(=O)(=O)CCC(=O)Nc3ccccc3C)cc2s1,-1.2,i
CCN(CC)CCN(C(=O)c1ccco1)c1nc2ccc(Cl)cc2s1,-18.8,i
O=C(NCc1cccs1)c1ccc(Cn2c(SCc3ccc(F)cc3)nc3cccnc32)cc1,-18.2,-32.8%[inhibitor]
CCS(=O)(=O)Nc1ccc(-c2cn3c(C)csc3n2)cc1,-4.3,i
CC1=C(c2ccc(C(C)C)cc2)S(=O)(=O)N=C1N1CCC(C(=O)NCc2ccc(C)o2)CC1,-5.2,-44.3%[inhibitor]
CC(=O)c1ccc(N2CCN(S(=O)(=O)c3ccc(-c4cc(C(F)(F)F)on4)s3)CC2)cc1,7.9,i

# This part in full (from the top)
mol,D3 ag,PTHR1 ag
Cc1nc2ccc(S(=O)(=O)CCC(=O)Nc3ccccc3C)cc2s1,-1.2,i
CCN(CC)CCN(C(=O)c1ccco1)c1nc2ccc(Cl)cc2s1,-18.8,i
O=C(NCc1cccs1)c1ccc(Cn2c(SCc3ccc(F)cc3)nc3cccnc32)cc1,-18.2,-32.8%[inhibitor]
CCS(=O)(=O)Nc1ccc(-c2cn3c(C)csc3n2)cc1,-4.3,i
CC1=C(c2ccc(C(C)C)cc2)S(=O)(=O)N=C1N1CCC(C(=O)NCc2ccc(C)o2)CC1,-5.2,-44.3%[inhibitor]
CC(=O)c1ccc(N2CCN(S(=O)(=O)c3ccc(-c4cc(C(F)(F)F)on4)s3)CC2)cc1,7.9,i
CCc1ccc(NC(=O)CCc2c(C)nc3nc(-c4cc(OC)cc(OC)c4)nn3c2C)cc1,-15.7,?
O=S(=O)(c1ccc(Cl)cc1)c1nc(-c2ccccc2)oc1N1CCN(c2ccccc2)CC1,-12.2,i
CCN(CC)c1nn2c(=O)c(C(=O)NCCc3cccc(C)c3)cnc2s1,-5.2,i
Cc1ccc(S(=O)(=O)c2nc(-c3ccc(F)cc3)oc2SCC(=O)NC2CCCCC2)cc1,-5.4,-43.6%[inhibitor]
Cc1ccc2nc3c(cc(C#N)c(=O)n3-c3nnc(SCc4ccccc4)s3)c(=O)n2c1,-1.2,i
NS(=O)(=O)c1ccc(CCNC(=O)C2COc3ccccc3C2)cc1 (stereo unspecified),-6.3,-45.5%[inhibitor]
O=C(CCCN1C(=O)C(c2ccccc2)Oc2cccnc21)Nc1ccccc1C(F)(F)F (stereo unspecified),-9.4,-19.3%
CSc1cccc(NC(=O)Cn2nnc(C(=O)NCCc3ccccc3)c2N)c1,-2.9,i
CCOc1ccccc1CNC(=O)c1ccc2c(c1)nc1n2CCCCC1,-12.1,-24.9%
CCOc1ccc(/C=C/c2nc(C#N)c(N(C)C)o2)cc1,7.5,-60.3%[inhibitor]
CC1CCN(C(=O)CSc2nnc(-c3ccccc3)o2)CC1,3.7,i
CCOC(=O)c1ccc2c(c1)N(CC(=O)Nc1ccc(C)cc1C)C(=O)c1ccccc1S2,1.5,i
O=C(COc1ccccc1F)OCc1cc(=O)n2nc(C3CC3)sc2n1,1.1,i
COc1ccccc1-c1nnc(SCC(=O)c2ccc(F)cc2)n1-c1ccccc1,7.1,-6.5%
CCOc1ccc(Nc2nn(-c3ccc(OC(F)(F)F)cc3)nc2C(C)=O)cc1,9.4,6.4%
COc1ccc(S(=O)(=O)N2Cc3ccccc3CC2C(=O)Nc2cc(Cl)ccc2Cl)cc1 (stereo unspecified),-5.9,-37.9%
COc1ccc(C(=O)COC(=O)c2cc(-c3ccccc3)nc3c(C)cccc23)cc1,-0.7,-56.4%[inhibitor]
O=C(CSc1n[nH]c(-c2ccccc2Cl)n1)NCc1ccc(F)cc1,3.2,i
COc1ccc(CNCc2c(C(=O)O)c(C)n(Cc3ccccc3C)c2C)c(OC)c1,-12.0,11.2%
CCOC(=O)C1CCN(C(=O)c2cc3ccc4ccc(C)[nH]c4c3n2)CC1,-6.2,-29.0%
CCOC(=O)c1ccc(NC(=O)c2nc(SC(C)C)ncc2Cl)cc1,-3.9,-13.6%
COc1ccc(C(=O)N2CCCCC2CCN2CCCCC2)cc1 (stereo unspecified),-3.3,-24.0%
COc1cccc(-c2nnc3n(Cc4ccccc4Cl)c(=O)c4ccccc4n23)c1O,0.2,-14.4%
COCCN(Cc1ccc(C)c(Br)c1)S(=O)(=O)c1ccc2[nH]c(=O)ccc2c1,4.1,i
CSc1ccc(CNC(=O)c2sc3ncnc(N(C)C4CCCCC4)c3c2C)cc1,-19.1,-11.7%
CCc1ccc(NC(=O)CN(c2ccc(C)cc2)S(=O)(=O)c2c(C)nn(C)c2C)cc1,-10.7,-94.4%[inhibitor]
COCCCNC(=O)CSc1nc(-c2cccc(F)c2)[nH]c1-c1ccccc1,-16.6,?
COc1ccc(C)cc1NC(=O)C(Cc1ccccc1)NS(=O)(=O)c1ccc(Br)s1 (stereo unspecified),5.8,i
Cc1nn(C(=O)c2cccc([N+](=O)[O-])c2C)c(C)c1S(=O)(=O)N1CCOCC1,0.1,-21.1%
CCC(CC)C(=O)Nc1cccc(-c2nc3ncccn3c2C)c1,-23.0,i
CCc1ccccc1NC(=O)Cc1ccc(NC(=O)N2CCCCc3ccccc32)cc1,4.5,-19.4%
CCOc1cc(C(=O)Nc2ccc(NC(=O)c3cc4ccccc4o3)c(OC)c2)cc(OCC)c1OCC,-3.8,-2.0%
COc1cccc(CNC(=O)c2ccc(NC(=O)N3CCCCc4ccccc43)cc2)c1OC,6.0,i
Cc1ccc(CCNC(=O)C2CCN(Cc3nc(-c4ccccc4C)oc3C)CC2)cc1,-9.8,-41.4%[inhibitor]
CCCCOc1cccc(C(=O)N(Cc2ccc(Br)o2)C2CCS(=O)(=O)C2)c1 (stereo unspecified),4.8,i
CC(=O)c1cccc(NS(=O)(=O)c2cccc(S(=O)(=O)c3ccc(Br)cc3)c2)c1,6.8,-38.0%[inhibitor]
O=C(CSc1nc2ccsc2c(=O)n1Cc1ccccc1Cl)NCc1ccc(F)cc1,2.0,-74.3%[inhibitor]
O=C(CSc1nc(=O)n(CCN2CCOCC2)c2c1CCC2)Nc1ccc(Cl)c(Cl)c1,-11.7,-15.6%
COc1ccc(S(=O)(=O)n2nc(-c3ccco3)nc2NCc2ccc(OC)c(OC)c2)cc1,3.0,-8.5%
Cc1ccc2nc(-c3ccc(NC(=O)COc4c(C)ccc(C)c4C)cc3)sc2c1,0.8,-92.8%[inhibitor]
O=C(Cn1ncc2c3ccccc3n(Cc3cccc(Cl)c3)c2c1=O)N1CCCCC1,1.0,-25.8%
Cc1cc(C)cc(OCc2cc(=O)n3c(-c4ccccc4)csc3n2)c1,1.7,-48.8%[inhibitor]
CCc1ccccc1NC(=O)c1cnn2c(C(F)(F)F)cc(-c3ccc(OC)c(OC)c3)nc12,2.5,-6.9%
CCOc1ccccc1CNC(=O)CN1C(=O)CCCc2ccccc21,-7.9,-19.2%
Cc1ccc(C(=O)NCC(=O)OCc2cc(=O)n3nc(C4CCCCC4)sc3n2)cc1,2.4,i
Cc1cccc(CSc2nc(=O)c3c(n2C)NC(=O)CC3c2cccc(O)c2)c1 (stereo unspecified),2.6,i
CN(C)CCNC(=O)c1ccc2nc(CCc3ccccc3)oc2c1,-3.8,-10.7%
COc1cc(C(=O)Nc2ccc(OCc3cc(=O)n4ccc(C)cc4n3)cc2)cc(OC)c1OC,4.7,20.1%
CCOC(=O)c1c(C)oc2ccc(N(C(=O)c3ccncc3)S(=O)(=O)c3ccc(CC)cc3)cc12,-11.4,i
CCCCC(=O)Nc1nnc(S(=O)(=O)N(C)Cc2ccc(Cl)cc2)s1,4.7,-24.8%

# (more compounds)
mol,D3 ag,PTHR1 ag
CCOc1cc(C2Nc3ccccc3-c3nnc(SCc4ccccc4)nc3O2)ccc1OC (stereo unspecified),7.0,-17.8%
Cc1ccc(C(CC(=O)Nc2ccc(F)c(Cl)c2)N2Cc3ccccc3C2=O)cc1 (stereo unspecified),-3.5,-20.2%
COc1ccccc1CNC(=O)c1cnc(SC)nc1C,2.9,-3.5%
CSc1ccc(CNC(=O)CCn2ccc3cc(S(=O)(=O)N4CCC(C)CC4)ccc32)cc1,1.8,-11.0%
Cc1cccn2c(=O)c(C(=O)NC(C)c3ccccc3)cnc12 (stereo unspecified),-0.1,-94.8%[inhibitor]
Cc1ccc(-c2cn3c(n2)sc2cc(C(=O)NCCCN4CCCCC4)ccc23)cc1,-13.8,i

# In the list so far, these have a Cl atom.
mol,D3 ag,PTHR1 ag
CCN(CC)CCN(C(=O)c1ccco1)c1nc2ccc(Cl)cc2s1,-18.8,i
O=S(=O)(c1ccc(Cl)cc1)c1nc(-c2ccccc2)oc1N1CCN(c2ccccc2)CC1,-12.2,i
COc1ccc(S(=O)(=O)N2Cc3ccccc3CC2C(=O)Nc2cc(Cl)ccc2Cl)cc1 (stereo unspecified),-5.9,-37.9%
O=C(CSc1n[nH]c(-c2ccccc2Cl)n1)NCc1ccc(F)cc1,3.2,i
CCOC(=O)c1ccc(NC(=O)c2nc(SC(C)C)ncc2Cl)cc1,-3.9,-13.6%
COc1cccc(-c2nnc3n(Cc4ccccc4Cl)c(=O)c4ccccc4n23)c1O,0.2,-14.4%
O=C(CSc1nc2ccsc2c(=O)n1Cc1ccccc1Cl)NCc1ccc(F)cc1,2.0,-74.3%[inhibitor]
O=C(CSc1nc(=O)n(CCN2CCOCC2)c2c1CCC2)Nc1ccc(Cl)c(Cl)c1,-11.7,-15.6%
O=C(Cn1ncc2c3ccccc3n(Cc3cccc(Cl)c3)c2c1=O)N1CCCCC1,1.0,-25.8%
CCCCC(=O)Nc1nnc(S(=O)(=O)N(C)Cc2ccc(Cl)cc2)s1,4.7,-24.8%
Cc1ccc(C(CC(=O)Nc2ccc(F)c(Cl)c2)N2Cc3ccccc3C2=O)cc1 (stereo unspecified),-3.5,-20.2%
